Assay outcomes deposited in PubChem by several laboratories.
NFkB transloc pot – enhances IL-1B driven NFkB nuclear translocation; HUVEC IL-1B NFkB p65 nuclear translocation imaging; activation, % at 2 µM; 0.3% of 94,000 active;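 active means activation above 40%, about the mean plus 3 SD, also judged a hit on visual image review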;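 further: percent activation is computed from the nuclear over cytoplasmic p65 intensity ratio; values of inactives mirror those of a sister screen read the other way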
NFkB transloc inh – blocks IL-1B driven NFkB nuclear translocation in HUVEC cells; HUVEC IL-1B NFkB p65 nuclear translocation imaging; AID 796; 0.43% of 94,000 active; inhibition, % at 2 µM;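 active means inhibition above about 30% together with a positive call from visual inspection of the well image, limit read from the data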;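 further: nuclear over cytoplasmic p65 intensity ratio measured by imaging; 0% = IL-1B stimulated DMSO wells and 100% = unstimulated DMSO wells; values of inactives mirror those of a sister screen read the other way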
MRP resist rev – compounds reversing MRP-mediated drug resistance; H69AR cells + 2 uM doxorubicin, CellTiter-Glo, 72 h; differential viability (reversal), % at 10 µM; 0.04% of 85,000 active; AID 602;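 active means viability drop by adding the cancer drug above about 55%, with treated viability meeting a 40% cutoff, limit read from the data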;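 further: viability without doxorubicin minus viability with 2 µM doxorubicin for each compound; larger differential means the compound sensitizes cells more to doxorubicin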
Bcl-B TR3 displacers – displacers of TR3 peptide from Bcl-B, primary screen, selectivity assay for Bfl-1 inhibitor project, biochemical, fluorescence polarization; AID 748; FP displacement of FITC-TR3 peptide from Bcl-B; higher % means a stronger effect; one-dose displacement, % at 20 µM; IC50 in µM for titrated hits; 0.11% of 96,000 active;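 active means displacement above 50% at 20 µM plus a fluorescence interference ratio under 1.5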;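 further: plate controls were wells without compound for no effect and wells lacking Bcl-B protein for full effect; a part of the inactive calls stands beside numbers as strong as those of hits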
PLAP inhibitors HTS – PLAP enzyme inhibitors, biochemical, luminescence, HTS (AID 690); inhibition, % at 20 µM; hits with a dose series show IC50 in µM; purified PLAP, luminescent substrate; higher % means a stronger effect; 0.08% of 96,000 active; in the data active means a potency from the dose series; inactive means the rest, 99 in 100 with inhibition below about 30%; further: strong numbers were not always called active
MRP resist rev cytotoxicity – also measured in MRP resist rev; calls as there; viability, %; H69AR cells, CellTiter-Glo, 72 h; measured here: cytotoxicity without doxorubicin
MRP resist rev with doxorubicin – also measured in MRP resist rev; calls as there; viability, %; measured here: viability with 2 uM doxorubicin; hits give low values
NFkB transloc inh cell count 2 µM – second read-out of NFkB transloc inh, no call of its own (marks repeat the call); cell count; measured here: cells passing quality filter;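 raw number of nuclei counted in each imaged well without normalization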
NFkB transloc pot cell count 2 µM – second read-out of NFkB transloc pot, no call of its own (marks repeat the call); cell count; measured here: cells passing quality filter
* marks the source's active call; other numbers are inactive results; x = not tested or not shown. A portion of the library (hit frequency here may not be typical).

Order of results: NFkB transloc pot	NFkB transloc pot cell count 2 µM	NFkB transloc inh	NFkB transloc inh cell count 2 µM	MRP resist rev	MRP resist rev cytotoxicity	MRP resist rev with doxorubicin	Bcl-B TR3 displacers	PLAP inhibitors HTS
Cc1cc(NC(=O)c2noc3c2CCCC3)nn1Cc1ccc(Cl)cc1
  2	151	-2	151	4	101	97	2%	6%
CCOc1ccccc1N1CC(C(=O)N2CCc3ccccc32)CC1=O (stereo not drawn)
  10	144	-10	144	2	87	85	-5%	-7%
CCOC(=O)C(C(=O)OCC)C1CS(=O)(=O)CC1C(C(=O)OCC)C(=O)OCC (stereo not drawn)
  3	112	-4	112	11	90	79	x	x
CCOC(=O)N1CCC(NC(=O)C2CCN(C(=O)N3CCOc4ccccc43)CC2)CC1
  9	146	-9	146	5	96	91	12%	-108%
CC1(C)CC(=O)C2=C(C1)N(CCN1CCOCC1)C1=C(C(=O)CC(C)(C)C1)C2c1cccc(Cl)c1
  25	137	-25	137	26	50	25	10%	-77%
O=c1[nH]c2ccccc2n1CCCSc1cnc2ccccc2n1
  5	175	-5	175	-27	38	66	-4%	-51%
COc1ccc(N=C(N(C)C)P(=O)(N(C)C)N(C)C)cc1
  19	120	-19	120	5	105	100	-24%	-24%
Cc1ccc(CN2C(=O)CCC2C(=O)NCCCN2CCC(C)CC2)cc1 (stereo not drawn)
  3	117	-3	117	-6	86	92	2%	-12%
CCOC(=O)Nc1ccc2c(c1)nc(CN1CCOCC1)n2C
  7	149	-6	149	8	89	81	2%	-3%
O=C(CSc1nnc(Cc2cccs2)n1Cc1ccco1)Nc1ccc(Cl)cc1Cl
  9	131	-9	131	-4	70	74	-1%	-30%
O=C(Cc1ccc(Cl)cc1)NCCN1CCCC1
  -1	118	1	118	6	103	97	3%	20%
Cc1nn(CC(=O)Nc2ccc3c(c2)nc2n3CCOC2)c(=O)c2ccccc12
  1	172	-1	172	-7	77	84	-10%	-95%
CCOC(=O)c1sc(=S)n(CC)c1NC(=O)C1CC1
  26	211	-26	211	-19	92	110	-2%	-25%
Nn1cnnc1SCC(=O)Nc1ccc2c(c1)OCCO2
  8	175	-8	175	-1	94	95	-8%	14%
O=C(CSCc1ccc(Cl)cc1)NCc1ccc2c(c1)OCO2
  17	119	-17	119	9	108	98	-8%	18%

Four entries from above, as labelled records.
> Cc1nn(CC(=O)Nc2ccc3c(c2)nc2n3CCOC2)c(=O)c2ccccc12
  NFkB transloc pot = 1	NFkB transloc pot cell count 2 µM = 172	NFkB transloc inh = -1	NFkB transloc inh cell count 2 µM = 172	MRP resist rev = -7	MRP resist rev cytotoxicity = 77	MRP resist rev with doxorubicin = 84	Bcl-B TR3 displacers = -10%	PLAP inhibitors HTS = -95%
> CCOC(=O)c1sc(=S)n(CC)c1NC(=O)C1CC1
  NFkB transloc pot = 26	NFkB transloc pot cell count 2 µM = 211	NFkB transloc inh = -26	NFkB transloc inh cell count 2 µM = 211	MRP resist rev = -19	MRP resist rev cytotoxicity = 92	MRP resist rev with doxorubicin = 110	Bcl-B TR3 displacers = -2%	PLAP inhibitors HTS = -25%
> Nn1cnnc1SCC(=O)Nc1ccc2c(c1)OCCO2
  NFkB transloc pot = 8	NFkB transloc pot cell count 2 µM = 175	NFkB transloc inh = -8	NFkB transloc inh cell count 2 µM = 175	MRP resist rev = -1	MRP resist rev cytotoxicity = 94	MRP resist rev with doxorubicin = 95	Bcl-B TR3 displacers = -8%	PLAP inhibitors HTS = 14%
> O=C(CSCc1ccc(Cl)cc1)NCc1ccc2c(c1)OCO2
  NFkB transloc pot = 17	NFkB transloc pot cell count 2 µM = 119	NFkB transloc inh = -17	NFkB transloc inh cell count 2 µM = 119	MRP resist rev = 9	MRP resist rev cytotoxicity = 108	MRP resist rev with doxorubicin = 98	Bcl-B TR3 displacers = -8%	PLAP inhibitors HTS = 18%

Next entries
Order of results: NFkB transloc pot	NFkB transloc pot cell count 2 µM	NFkB transloc inh	NFkB transloc inh cell count 2 µM	MRP resist rev	MRP resist rev cytotoxicity	MRP resist rev with doxorubicin	Bcl-B TR3 displacers	PLAP inhibitors HTS
O=C(NCc1cccs1)C1CCN(c2nccs2)CC1
  -18	122	18	122	11	91	80	30%	-43%
Cc1sc(NC(=O)CCCC(=O)O)c(C#N)c1C
  7	110	-7	110	3	92	89	6%	17%
O=C(Nc1nnc(CCc2ccccc2)s1)c1cccs1
  6	206	-6	206	-1	91	91	-1%	-2%
COC(=O)c1ccc(Cn2c(C)cc(C)[n+]2C)o1
  4	147	-4	147	12	101	88	-4%	-8%
COc1ccc(NC(=O)CCN2CCCC2)c(OC)c1
  -8	97	8	97	2	95	92	x	x
COC(=O)c1ccc(CSCC(=O)Nc2cc(OC)cc(OC)c2)o1
  26	171	-26	171	-5	85	90	1%	4%
Cc1cccc(OCCCC(=O)Nc2ccc(N3CCCCC3)cc2)c1C
  -3	134	3	134	x	x	x	-6%	3%
COc1ccc(C2C(C(C)=O)=C(C)N=c3s/c(=C\c4cc(C)n(C)c4C)c(=O)n32)c(OC)c1 (stereo not drawn)
  -8	220	8	220	-15	82	97	-450%	-8%
O=C(O)c1cc2c(ccc3ccccc32)[nH]1
  5	158	-5	158	1	95	94	-1%	17%
CCOC(=O)c1c(NC(=O)c2ccc(Cl)s2)sc(C)c1C
  x	x	x	x	7	33	25	-2%	-15%
COc1cc(C=O)ccc1OCCOCCOc1ccc(Cl)cc1
  16	167	-17	136	x	x	x	6%	-19%
O=C(Nc1cc(N2CCOCC2)ncn1)Nc1cccc2ccccc12
  2	113	-2	113	-16	32	48	0%	14%
N=c1sccn1CC(=O)Nc1ccccc1-c1ccccc1
  x	x	x	x	x	x	x	-2%	-13%
Cc1ccc(NC(=S)N2CCC(N(C)CC3CCCO3)CC2)c(C)c1 (stereo not drawn)
  -9	55	-8	131	9	99	90	6%	1%
CCN=c1sc2ccccc2n1CC(O)COc1ccccc1 (stereo not drawn)
  -9	134	9	134	3	68	65	2%	-61%

Other compounds
Order of results: NFkB transloc pot	NFkB transloc pot cell count 2 µM	NFkB transloc inh	NFkB transloc inh cell count 2 µM	MRP resist rev	MRP resist rev cytotoxicity	MRP resist rev with doxorubicin	Bcl-B TR3 displacers	PLAP inhibitors HTS
O=C(NCCCN1CCOCC1)c1cc(-c2ccc(Cl)cc2)on1
  -13	182	13	182	23	98	75	x	x
CC(C)(C)NC(=O)c1ccc2nccnc2c1
  12	166	-12	166	-1	96	97	-5%	-1%
COCC(C)n1c(C)cc(C(=O)CN2C(=O)NC(Cc3c[nH]c4ccccc34)C2=O)c1C (stereo not drawn)
  16	147	-16	147	11	94	83	-9%	-56%
O=C(NC(=S)Nc1ccc(S(=O)(=O)N2CCCCC2)cc1)c1ccc(Cl)cc1
  2	148	-2	148	x	x	x	12%	2%
CCOc1ccc2nc(NC(=O)CSc3nc4ccccc4c(=O)n3Cc3ccco3)sc2c1
  -5	211	5	211	-2	49	51	-4%	-10%
CCCCCCNCCn1cnc2c(N)ncnc21
  8	162	-8	162	13	105	92	6%	15%
CC(C)CNC(=O)CN(C1CCCCC1)S(=O)(=O)c1ccccc1
  9	99	-9	99	5	86	82	1%	-50%
Cc1coc2cc3oc(=O)c4c(c3cc12)CCCC4
  3	131	-2	131	2	89	87	-15%	-7%
Cc1ccc(C(=O)N/N=C\c2ccc(Br)o2)o1
  3	131	-3	131	x	x	x	2%	-8%
S=C(N/N=C/c1ccccc1Cl)Nc1ccccc1
  -5	108	5	108	x	x	x	-3%	16%
c1cnc(SCCOc2cccc3ccccc23)nc1
  5	117	-5	117	10	85	75	-5%	34%
O=C1Nc2ccc(Br)cc2C1(O)Cc1ccncc1 (stereo not drawn)
  -2	155	2	155	13	84	72	-4%	18%
Cc1cc(C(=O)Nc2sc3c(c2C#N)CCC3)no1
  4	118	-4	118	-16	22	37	18%	22%
OC(COCC1COc2ccccc2O1)CN1CCN(c2ccccc2F)CC1 (stereo not drawn)
  6	182	-6	182	x	x	x	1%	-33%
O=C(COC(=O)c1ccc(S(=O)(=O)NCc2ccco2)cc1)NC1CCCCCC1
  9	148	-9	148	x	x	x	43%	-30%

The listing continues:
Order of results: NFkB transloc pot	NFkB transloc pot cell count 2 µM	NFkB transloc inh	NFkB transloc inh cell count 2 µM	MRP resist rev	MRP resist rev cytotoxicity	MRP resist rev with doxorubicin	Bcl-B TR3 displacers	PLAP inhibitors HTS
CC(C)(C)c1ccc(OCc2nc(-c3ccccn3)no2)c(Br)c1
  39	193	-40	193	-9	66	75	4%	-46%
COC(=O)C(NC(=O)c1ccccc1)(Nc1nccs1)C(F)(F)F (stereo not drawn)
  7	105	-7	105	0	89	89	0%	-3%
CCCn1c(C)nc2c(c1=O)c1nc3ccccc3nc1n2CCC1=CCCCC1
  0	195	0	195	5	13	8	-3%	-21%
CCCn1nnc(NC(=O)c2cccc(OCC)c2)n1
  -11	133	11	133	8	96	88	0%	3%
CCOC(=O)Cc1c(C)nc2cc(-c3ccc(C)cc3)[nH]n2c1=O
  -17	96	16	96	-7	93	100	-6%	-9%
COc1cccc(C2C=C(c3ccc(Br)s3)Nc3ncnn32)c1OC (stereo not drawn)
  x	x	x	x	-35	43	78	11%	-30%
O=C1CC(N2CCC(c3nc4ccccc4s3)CC2)C(=O)N1 (stereo not drawn)
  19	166	-19	166	0	92	92	-1%	-48%
O=C(O)c1n[nH]c2ccccc12
  9	149	-9	149	14	101	86	1%	-6%
COc1ccc(/C=C(/C#N)C(=O)Nc2ccc(C)cc2C)cc1C(=O)O
  12	109	-12	109	x	x	x	9%	-7%
CCc1c(C)nc2cc(-c3ccc(OC)c(OC)c3)nn2c1NCC1CC1
  0	164	0	164	x	x	x	-22%	-95%
S=c1[nH]nc(CCc2ccccc2)n1Cc1ccccc1
  -4	129	4	129	x	x	x	0%	18%
O=C(CCCn1c(=O)c2ccccc2n(Cc2ccccc2)c1=O)NCc1ccco1
  27	45	-27	45	0	88	88	-10%	12%
Cn1c(=O)[nH]c(=O)c2c1nc(CN1CCN(c3cccc(Cl)c3)CC1)n2CCc1ccccc1
  9	106	-9	106	1	3	2	-16%	-27%
CSc1cccc(NC(=O)C2CCN(S(=O)(=O)c3ccc(F)cc3)CC2)c1
  27	146	-27	146	10	97	86	-5%	-27%
CCOC(=O)N1CCN(C(=O)Cn2ccc3ccccc3c2=O)CC1
  2	109	-2	109	14	97	83	-4%	17%

More entries:
Order of results: NFkB transloc pot	NFkB transloc pot cell count 2 µM	NFkB transloc inh	NFkB transloc inh cell count 2 µM	MRP resist rev	MRP resist rev cytotoxicity	MRP resist rev with doxorubicin	Bcl-B TR3 displacers	PLAP inhibitors HTS
CCCCNC(=O)C1CCN(S(=O)(=O)c2c(C)noc2/C=C\c2ccc(OC)cc2)CC1
  12	50	-12	50	-5	74	79	6%	-28%
O=C(O)CCc1nn2c3ccccc3nc2n(CCN2CCCCC2)c1=O
  7	89	-7	89	-11	96	107	0%	3%
NC(=O)C1CCN(Cc2nc(-c3ccccc3)no2)CC1
  -5	120	5	120	4	86	81	14%	-16%
CCOC(=O)c1c(NC(=O)CSc2nnnn2-c2ccc(OC)cc2)sc(C)c1C
  -15	118	15	118	-3	30	33	0%	-1%
C=CCn1c(SCC(=O)Nc2ccc3c(c2)OCO3)nnc1-c1ccccc1
  -13	118	13	118	12	101	88	2%	14%
O=C(OCC(=O)N1CCN(C(=O)c2ccco2)CC1)c1cc(-c2ccco2)nc2ccccc12
  0	188	0	188	-3	60	63	12µM*	-34%
COc1ccccc1-c1noc(-c2cccs2)n1
  1	165	-1	165	-2	82	83	-6%	17%
O=C(Cn1nnc(-c2cccs2)n1)N1c2ccccc2Sc2ccc(C(F)(F)F)cc21
  -8	85	8	85	12	101	89	x	x
